From PubChem BioAssay
Insulin prom inh: TRM-6 insulin promoter activity inhibition; TRM-6 cells (human fetal islet line), insulin promoter-eGFP reporter, imaging; reporter expression induced with tamoxifen; inhibition, % at 2 µM; 0.9% of 130,000 active; AID 1273;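 active = inhibition above the mean plus 3 SD, with well images judged a real hit on visual review, cut at about 60% in these data, passing the limit was not always enough; inconclusive = inhibition over the cutoff but images rejected on review; inactive = inhibition not above the cutoff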
sdo1 growth: sdo1-depleted yeast growth rescue; S. cerevisiae sdo1-depleted JHY4D growth rescue, OD600 30 h; hits give high values; pdr5 snq2 efflux-pump mutant strain; z-score at 10 µM; 0.21% of 140,000 active; AID 817;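 active = z-score above 3 at both the 24 hr and the 30 hr optical density reads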;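 also: z-score against mean and SD of all compound wells on the same plate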
sdo1 growth Rescue 24 h: second read-out of sdo1 growth, no call of its own (marks repeat the call); z-score; S. cerevisiae sdo1-depleted JHY4D growth rescue, OD600; measured here: growth rescue at 24 h;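 0 is the plate mean of compound wells and units are plate SD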
Starred values were filed as active, the others as inactive; & = joins results of further samples. These rows are one share of the data; rates above refer to the full screens.

For CCCCC1OC2(C)OC(=N)C1(C#N)C(C#N)(C#N)C2c1ccccc1 (stereo not given) the results were Insulin prom inh 32.4, sdo1 growth 0.44 and sdo1 growth Rescue 24 h -0.2.
`Cc1cccc(N2CCN(C(=O)c3cc4ccccc4oc3=O)CC2)c1C` gave sdo1 growth -0.23 and sdo1 growth Rescue 24 h 0.08.
CC(Sc1nc(-c2ccccc2)cc(C(F)(F)F)n1)C(=O)NCCN1CCOCC1 (stereo not given) was read as sdo1 growth 0.28 and sdo1 growth Rescue 24 h -0.07.
CCN(C1CCCCC1)S(=O)(=O)c1ccc(OC)c(C)c1 was read as Insulin prom inh 55.0, sdo1 growth -1.47 and sdo1 growth Rescue 24 h -1.48.
CS(=O)(=O)c1ccc(C(=O)Nc2ccc(N3CCCCC3)cc2)c(Cl)c1 was read as Insulin prom inh -14.3.
`Nc1nc(NCC2CCCO2)nc(Nc2ccc(F)cc2)c1[N+](=O)[O-]` (stereo not given) gave Insulin prom inh -53.9, sdo1 growth -1.39 and sdo1 growth Rescue 24 h -0.68.
Screening c1ccc(-c2nc(-c3ccccn3)no2)cc1 returned Insulin prom inh inconclusive, sdo1 growth 0.91 and sdo1 growth Rescue 24 h -0.71.
Screening Cc1cccc(-n2c(SCc3ccc(C#N)cc3)nnc2-c2c[nH]c3ccccc23)c1 returned Insulin prom inh -29.7, sdo1 growth -1.15 and sdo1 growth Rescue 24 h -0.44.
CC(=O)c1cccc(N(CC(=O)N2CCOCC2)S(C)(=O)=O)c1 was read as Insulin prom inh -412.5, sdo1 growth 0.35 and sdo1 growth Rescue 24 h 0.33.
`COc1cccc(N2CCN(C(=O)CN(C)S(=O)(=O)c3ccc4c(c3)CCC(=O)N4)CC2)c1` gave sdo1 growth 0.2 and sdo1 growth Rescue 24 h 0.49.
O=C(O)CSc1cccc[n+]1[O-] was read as Insulin prom inh 40.0, sdo1 growth 0.1 and sdo1 growth Rescue 24 h -1.25.
For Cc1ccc2nc(CSc3nc(C)cc(C)c3C#N)[nH]c2c1 the results were sdo1 growth -0.35 and sdo1 growth Rescue 24 h -0.93.
Screening CCS(=O)(=O)n1nc(-c2ccco2)nc1SC returned Insulin prom inh 10.3, sdo1 growth -0.16 and sdo1 growth Rescue 24 h -0.38.
`COc1ccc(Oc2c(C)oc3c(CN(C)C)c(O)ccc3c2=O)cc1` gave Insulin prom inh -35.7, sdo1 growth 1.74 and sdo1 growth Rescue 24 h 1.72.
Screening CC(Oc1ccc(Cl)cc1)c1ccnn1S(C)(=O)=O (stereo not given) returned Insulin prom inh 44.4, sdo1 growth 2.07 and sdo1 growth Rescue 24 h 1.74.
For O=C(Cc1cc(=O)[nH]c(=O)[nH]1)N1CCN(C(=O)c2ccco2)CC1 the results were Insulin prom inh 20.0, sdo1 growth 0.56 and sdo1 growth Rescue 24 h -0.05.
Screening COc1ccc(C(C)(C)C)cc1S(=O)(=O)N1CCC(C(N)=O)CC1 returned Insulin prom inh 31.0, sdo1 growth 0.47 and sdo1 growth Rescue 24 h -0.26.
CCn1c2ccccc2c2nnc(SCC(=O)NC3CCS(=O)(=O)C3)nc21 (stereo not given) was read as Insulin prom inh 0.0, sdo1 growth 0.59 and sdo1 growth Rescue 24 h 0.15.
COc1ccc(C(C)=O)cc1CN1C(=O)C(C)N(c2ccc(C)cc2)C1=O (stereo not given) was read as sdo1 growth 0.35 and sdo1 growth Rescue 24 h -0.03.
For c1ccc(OCCCn2nnc(-c3cccnc3)n2)cc1 the results were Insulin prom inh -28.9, sdo1 growth 0.1 and sdo1 growth Rescue 24 h -0.3.
Screening CCOc1cccc(C(=O)NC(=S)Nc2cccc(NC(=O)c3ccccc3Cl)c2)c1 returned Insulin prom inh 19.4, sdo1 growth -1.21 and sdo1 growth Rescue 24 h -0.19.
`COc1cc(OC)cc(C(=O)Nc2ccc(NC(=O)c3ccco3)c(Cl)c2)c1` gave Insulin prom inh 38.5.
For C=CCn1c(SCC(=O)Nc2nccs2)nnc1-c1cc2cccc(OC)c2o1 the results were Insulin prom inh inconclusive, sdo1 growth -1.32 and sdo1 growth Rescue 24 h -0.28.
For COc1ccc(CC(C)N2CCN(c3ccccc3)CC2)cc1OC (stereo not given) the results were Insulin prom inh -22.6, sdo1 growth 0.28 and sdo1 growth Rescue 24 h 1.55.
For C=CCNC(=S)NS(=O)(=O)c1cccs1 the results were Insulin prom inh 9.5.
CCCN1CCN(CCCNC(=O)c2cc3c(=O)n(C)c4ccccc4c3n2C)CC1 was read as sdo1 growth 0.43 and sdo1 growth Rescue 24 h -0.15.
`COC(=O)c1ccc(Cn2nc(C(F)(F)F)cc2C)cc1` gave Insulin prom inh 17.9, sdo1 growth -0.24 and sdo1 growth Rescue 24 h -0.73.
For CC1CCCN(C(C(=O)Nc2ccc(C(C)C)cc2)c2ccc3c(c2)OCO3)C1 (stereo not given) the results were sdo1 growth -1.87 and sdo1 growth Rescue 24 h -1.07.
`O=C(COC(=O)c1ccc(S(=O)(=O)N2CCc3ccccc3C2)cc1)NC(=O)NCc1ccco1` gave Insulin prom inh 26.1, sdo1 growth -1.86 and sdo1 growth Rescue 24 h -1.59.
Nn1c(SCC(=O)N2CCOCC2)nnc1-c1ccccc1Cl was read as Insulin prom inh -111.1, sdo1 growth 1.3 and sdo1 growth Rescue 24 h 0.23.
Screening COc1ccc(-n2nc(C#N)c(Cl)cc2=O)cc1 returned Insulin prom inh -3.7.
`Cc1cccc2cc(CN(Cc3ccco3)S(=O)(=O)c3ccc4c(c3)OCCO4)c(=O)[nH]c12` gave sdo1 growth -1.72 and sdo1 growth Rescue 24 h -0.74.
For Cc1ccc2ncnc(NCCCN3CCOCC3)c2c1 the results were Insulin prom inh 12.5, sdo1 growth 1.2 and sdo1 growth Rescue 24 h 0.86.
Screening COC(=O)CSc1nc2ccccc2nc1SCC(=O)OC returned Insulin prom inh -27.3, sdo1 growth -0.98 and sdo1 growth Rescue 24 h -0.88.
Screening COC(C(=O)Nc1ccc(S(=O)(=O)Nc2ccc(F)cc2)cc1)c1ccccc1 (stereo not given) returned sdo1 growth -0.57 and sdo1 growth Rescue 24 h -0.21.
CCN1CCN(C(=O)C2c3cc(OC)c(OC)cc3C(=O)N3CCc4ccccc4C23)CC1 (stereo not given) was read as Insulin prom inh -6.2, sdo1 growth 0.22 and sdo1 growth Rescue 24 h 0.03.
Screening Cc1cccc(OCC(=O)NCC(=O)N/N=C/c2cc(Br)ccc2OCc2ccccc2)c1 returned Insulin prom inh 14.8, sdo1 growth 0.5 and sdo1 growth Rescue 24 h 1.02.
For COC(=O)c1cc(Br)c(=O)n(-c2ccccc2OC)c1 the results were sdo1 growth -0.14 and sdo1 growth Rescue 24 h -0.27.
For O=C(Nc1cccc(-c2nc3ccccc3s2)c1)c1cc(-n2cnnc2)ccc1Cl the results were sdo1 growth -1.08 and sdo1 growth Rescue 24 h -1.05.
Cc1cc(C)n(C(=O)CNC(=O)C(c2ccccc2)c2ccccc2)n1 was read as Insulin prom inh 27.8, sdo1 growth -0.69 and sdo1 growth Rescue 24 h -0.41.
`COc1cccc(OCCNC(=O)c2ccccc2Sc2ccccc2C#N)c1` gave Insulin prom inh -23.3, sdo1 growth -1.35 and sdo1 growth Rescue 24 h -1.66.
N=C(CC1CC(=O)NC(=O)C1)C1=C(O)CCCC1=O was read as Insulin prom inh -17.6, sdo1 growth 1.1 and sdo1 growth Rescue 24 h 0.78.
Cc1cc(C)nc(SCC(=O)Nc2ccc(N3CCOCC3)c(Cl)c2)n1 was read as Insulin prom inh 17.5, sdo1 growth 0.06 and sdo1 growth Rescue 24 h -0.02.
COC(=O)c1ccc2c(=O)n(NC(=O)C(c3ccccc3)c3ccccc3)c(=S)[nH]c2c1 was read as Insulin prom inh 10.0, sdo1 growth 0.27 and sdo1 growth Rescue 24 h 1.33.
For CCOC(=O)N1CCC(c2cc(=O)n3[nH]c(-c4ccccc4)cc3n2)CC1 the results were Insulin prom inh inconclusive, sdo1 growth 0.57 and sdo1 growth Rescue 24 h 0.39.
Screening CCOC(=O)C1=C(C)N2C(=C(C#N)[C@@H]1c1ccc(C(=O)OC)cc1)SC[C@@]2(O)C(C)(C)C returned sdo1 growth -0.4 and sdo1 growth Rescue 24 h -0.39.
Screening COC(=O)C1C2C=CC3(CN(C4CCCC4)C(=O)C13)O2 (stereo not given) returned Insulin prom inh -42.9, sdo1 growth -0.02&0.47 and sdo1 growth Rescue 24 h -0.76&-0.28.
For CN(C)Cc1ccccc1Sc1ccccc1Br the results were Insulin prom inh 23.1, sdo1 growth -0.75 and sdo1 growth Rescue 24 h -1.09.
`CC(C)CCN(C)C1CCN(S(=O)(=O)c2ccc(F)cc2)CC1` gave sdo1 growth -0.8 and sdo1 growth Rescue 24 h -0.8.
`Cc1nn(-c2ccccc2)c(C)c1N` gave Insulin prom inh 75.0*.
COc1ccccc1CNC(=O)C1CCCN(S(=O)(=O)c2cnc[nH]2)C1 (stereo not given) was read as sdo1 growth 1.12 and sdo1 growth Rescue 24 h 0.24.
CC1(C)CC(NS(=O)(=O)c2ccccc2)CC(C)(C)N1 was read as sdo1 growth 1.12 and sdo1 growth Rescue 24 h -0.38.
CC1=Nc2ccccc2/C1=C/c1c(N)n2c(S(=O)(=O)CC(C)C)nsc2nc1=O was read as Insulin prom inh 54.5.
Screening O=C(O)c1cccc(NC(=O)C2CC(=O)N(Cc3ccccc3)C2)c1 (stereo not given) returned Insulin prom inh 3.0, sdo1 growth 1.27 and sdo1 growth Rescue 24 h 2.16.
Screening O=C(CCCSc1ccccc1)Nc1nc(-c2ccccn2)cs1 returned Insulin prom inh -8.6, sdo1 growth -2.24 and sdo1 growth Rescue 24 h -0.88.
`Cc1occc1-c1nnc(SCC(=O)NCCc2ccccc2)o1` gave Insulin prom inh -2.7.
CSc1ccc(/C=N/NC(=O)CN2CCN(Cc3ccc(Cl)cc3)CC2)cc1 was read as Insulin prom inh 30.0, sdo1 growth -0.02 and sdo1 growth Rescue 24 h 0.35.
For COC(CNC(=O)CSCc1nc(-c2ccc(SC)cc2)oc1C)OC the results were Insulin prom inh -6.7.
Screening CCNC(=O)/N=C1/NC(=O)C(C(C)C)O1 (stereo not given) returned sdo1 growth -0.72 and sdo1 growth Rescue 24 h -1.57.
Screening O=C(CCSCc1ccccc1Cl)NCc1ccco1 returned Insulin prom inh 33.3.

By substructure, the compounds so far with fluorine
CC(Sc1nc(-c2ccccc2)cc(C(F)(F)F)n1)C(=O)NCCN1CCOCC1 (stereo not given) was read as sdo1 growth 0.28 and sdo1 growth Rescue 24 h -0.07.
`Nc1nc(NCC2CCCO2)nc(Nc2ccc(F)cc2)c1[N+](=O)[O-]` (stereo not given) gave Insulin prom inh -53.9, sdo1 growth -1.39 and sdo1 growth Rescue 24 h -0.68.
`COC(=O)c1ccc(Cn2nc(C(F)(F)F)cc2C)cc1` gave Insulin prom inh 17.9, sdo1 growth -0.24 and sdo1 growth Rescue 24 h -0.73.
Screening COC(C(=O)Nc1ccc(S(=O)(=O)Nc2ccc(F)cc2)cc1)c1ccccc1 (stereo not given) returned sdo1 growth -0.57 and sdo1 growth Rescue 24 h -0.21.
`CC(C)CCN(C)C1CCN(S(=O)(=O)c2ccc(F)cc2)CC1` gave sdo1 growth -0.8 and sdo1 growth Rescue 24 h -0.8.

Additional records:
`COc1ccc(C)cc1-n1nc2ccccc2n1` gave Insulin prom inh 17.6.
`CN(C)CCNC(=O)Nc1cccc(Cl)c1Cl` gave sdo1 growth 0.8 and sdo1 growth Rescue 24 h 0.55.
Screening Cc1ccc(S(=O)(=O)N(C)C)cc1NC(=S)N(CCC#N)Cc1cccnc1 returned Insulin prom inh -20.0.
For CN(C)c1ccc(CN(C(=O)C2COc3ccccc3O2)C2CCS(=O)(=O)C2)cc1 (stereo not given) the results were Insulin prom inh 20.0, sdo1 growth -1.48 and sdo1 growth Rescue 24 h -0.6.
Screening CCc1cccc(NC(=O)Cn2c(=O)oc3cc(S(=O)(=O)N4CCOCC4)ccc32)c1 returned sdo1 growth 0.8 and sdo1 growth Rescue 24 h 0.56.
For CN(C)C(=O)CSc1nnc(-c2ccncc2)n1Cc1ccco1 the results were Insulin prom inh -58.3.
Screening CCn1c(SCC(=O)c2c[nH]c3ccccc23)nnc1-c1cccs1 returned Insulin prom inh -315.4, sdo1 growth -0.66 and sdo1 growth Rescue 24 h -1.01.
Screening CCC(C)NCCCCOc1ccc(Br)cc1 (stereo not given) returned sdo1 growth -0.14 and sdo1 growth Rescue 24 h 0.12.
Screening CC1CC(C)(C)NC(=S)N1CC(=O)N(C)Cc1ccccc1 (stereo not given) returned Insulin prom inh 0.0, sdo1 growth 1.17 and sdo1 growth Rescue 24 h 1.53.
For CCN(CC(=O)Nc1cccc(OC)c1)C(=O)C1CCN(C(=O)Nc2ccccc2)CC1 the results were sdo1 growth -0.72 and sdo1 growth Rescue 24 h -0.84.
Cc1cccc(OCC(=O)Nc2ccc(N3CCN(C(=O)c4ccco4)CC3)cc2)c1 was read as Insulin prom inh -46.4, sdo1 growth -0.57 and sdo1 growth Rescue 24 h -0.31.
For COc1ccc(NC(=O)c2nnn(Cc3cccc(F)c3)c2N)c(OC)c1 the results were sdo1 growth -1.62 and sdo1 growth Rescue 24 h -0.48.
Screening COc1ccc(C2C(C(=O)c3sc(C)nc3C)=C(O)C(=O)N2CCN(C)C)cc1OC (stereo not given) returned Insulin prom inh 18.9, sdo1 growth -0.35 and sdo1 growth Rescue 24 h 0.8.
`COc1ccc(S(=O)(=O)N(C)CC(=O)NCc2cccnc2)cc1OC` gave Insulin prom inh -10.7, sdo1 growth -0.06 and sdo1 growth Rescue 24 h -0.21.

Pulled by compound from above:
Cc1cc(C)nc(SCC(=O)Nc2ccc(N3CCOCC3)c(Cl)c2)n1 was read as Insulin prom inh 17.5, sdo1 growth 0.06 and sdo1 growth Rescue 24 h -0.02.
Screening Cc1cccc(-n2c(SCc3ccc(C#N)cc3)nnc2-c2c[nH]c3ccccc23)c1 returned Insulin prom inh -29.7, sdo1 growth -1.15 and sdo1 growth Rescue 24 h -0.44.
